Screening results: PubChem BioAssay, National Center for Advancing Translational Sciences (NCATS)
USP2a inh = qHTS Assay for Inhibitors of Ubiquitin-specific Protease USP2a Using CHOP2 as the Reporter; Ubiquitin carboxyl-terminal hydrolase 2 (Homo sapiens), O75604; Potency, µM (series often up to 38.3 µM), inactives show at the highest dose activity change, negative = inhibition, most hits filed as inhibitors; USP2 core, Ub-CHOP2 coupled fluorogenic reporter, 485/531; hit rate 0.01% among 330,000;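 note: potency is the fitted concentration of half-maximal effect; plate controls were DMSO wells for no effect and full inhibition by NEM control for full effect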
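Cell-free coupled assay: 10nM USP2 core preincubated 30min RT with compound in Tris-HCl pH 8.0/CaCl2/CHAPS buffer, then 25nM Ub-CHOP2 and 25nM reporter substrate; fluorescence (Ex 485/Em 531) read after 60min RT, normalized to NEM inhibition, concentration-response curves fitted.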
Eya2 inh = qHTS Assay for Inhibitors of the Phosphatase Activity of Eya2 | recombinant Eya2, OMFP fluorescence dephosphorylation (OMFP is methylfluorescein phosphate) | Potency, µM (titrated, usually from 76.9 µM), inactives show at the top dose activity, negative = inhibition, actives largely listed as inhibitors | hit rate 0.006% among 330,000; note: potency is the fitted concentration of half-maximal effect; % is set by controls: 0 for no effect and ±100 for the full control effect
Target sequence (O00167 whole entry, looked up): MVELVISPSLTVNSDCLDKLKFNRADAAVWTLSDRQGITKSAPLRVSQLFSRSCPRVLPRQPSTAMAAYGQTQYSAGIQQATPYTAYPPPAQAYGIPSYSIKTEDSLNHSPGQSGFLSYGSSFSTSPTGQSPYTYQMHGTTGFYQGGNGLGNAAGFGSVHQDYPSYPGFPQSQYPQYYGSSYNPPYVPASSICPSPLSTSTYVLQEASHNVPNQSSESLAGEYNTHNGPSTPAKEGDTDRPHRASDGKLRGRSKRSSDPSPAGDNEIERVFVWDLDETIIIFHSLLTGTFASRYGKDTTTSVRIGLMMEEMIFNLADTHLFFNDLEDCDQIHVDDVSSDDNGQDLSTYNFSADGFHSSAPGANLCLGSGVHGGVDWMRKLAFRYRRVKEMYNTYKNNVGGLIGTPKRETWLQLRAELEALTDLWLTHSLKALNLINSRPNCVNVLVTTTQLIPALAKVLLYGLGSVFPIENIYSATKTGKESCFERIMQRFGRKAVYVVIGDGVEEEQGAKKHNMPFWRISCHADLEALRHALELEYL
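Eya2 protein (added as 0.2 uM solution) was preincubated with compound for 10 min at ambient temperature in 50 mM HEPES pH 7.5, 50 mM NaCl, 5 uM MgCl2, 0.05% BSA, 1 mM DTT. OMFP (added at 50 uM) then reacted 10 min; fluorescence read at 485/525 nm.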
TSG101-PTAP inh = qHTS Assay for Iinhibitors of HIV-1 Budding by Blocking the Interaction of PTAP/TSG101; Tumor susceptibility gene 101 protein (Homo sapiens), Q99816; Fluorescence polarization, FITC-PTAP peptide / Tsg101 binding; Potency, µM (highest dose often 115 µM), for inactives: at the highest dose activity change, negative = inhibition, actives largely listed as inhibitors; 340,000 tested, under 10 active; AID 493005, 2010; active = well fitted inhibition curve with a large enough effect in the main read-out, with a control signal flat, not every such curve was filed as active; inconclusive = small, poorly fitted or top-dose-only effect, or effect the other way, or a change in a side signal; inactive = no such curve, though single readings can be large or run the other way; note: potency is the fitted concentration of half-maximal effect; % of control where 0% means no effect
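FP read-out: FITC-PTAP peptide, 50 nM final, binding Tsg101 binding domain, 10 uM final; 20 min, r.t.; 10 mM HEPES pH 7.5, 0.15 M NaCl, 0.01% Tween 20, 3 mM EDTA, 0.1 mM TCEP.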
Mito fusion act = qHTS Assay for Small Molecule Inhibitors of Mitochondrial Division or Activators of Mitochondrial Fusion. S. cerevisiae fusion-defective mutant growth rescue, CellTiterGlo 48 h. Potency, µM (doses to about 46.1 µM), for the others: at the highest dose growth rescue (activation), most hits filed as activators. hit rate 0.23% among 320,000;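 note: potency is the fitted concentration of half-maximal effect; % of control where 0% means no effect; nearly all actives have a fitted effect of over 45% in size; temperature-sensitive fusion mutants such as fzo1-1 at 37 °C on non-fermentable ethanol glycerol medium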
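Growth-rescue viability read-out: after 48 h at the non-permissive 37C in glycerol/ethanol YPEG, yeast mitochondrial fusion mutants are measured by CellTiterGlo luminescence; compounds (23 nl pinned per well) restoring growth score as division inhibitors or fusion activators.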
TCR act = Activators of T cell receptors: qHTS campaign; Potency, µM (titrated, usually from 9.22 µM), without a hit: at the top dose activation of IL-2 secretion, usual class: activators; primary human leukocytes, anti-CD3, IL-2 HTRF, 48 h; 330,000 tested, under 10 active; note: % of control where 0% means no effect
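Using a-CD3 beads without co-stimulation, primary human leukocytes were exposed to compounds for 48 hr. An HTRF IL-2 kit measured the cytokine, with europium-to-d2 energy transfer producing emission at 665nm upon 320nm excitation.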
B2AR arrestin = qHTS assay of beta-arrestin-biased ligands of beta2-adrenergic receptor; Beta-2 adrenergic receptor (Homo sapiens), P07550; beta-arrestin recruitment to beta2AR, cell-based reporter; Potency, µM (doses to about 46.1 µM), without a hit: top-dose activation, most hits filed as activators; hit rate 0.02% among 330,000;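 note: potency is the fitted concentration of half-maximal effect; 0% = DMSO controls and full agonism = EC100 isoproterenol or metaproterenol; nearly all actives have a fitted effect of over 65% in size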
BCR signal inh = qHTS Assay to Find Inhibitors of Chronic Active B-Cell Receptor Signaling. Potency, µM (doses to about 46.1 µM), inactives show at the top dose ratio change, negative = lower green/red ratio, most hits filed as inhibitors. ABC-DLBCL IkBa-CBG/CBR reporter, luminescence ratio, 4 h. hit rate 0.05% among 340,000; active = well fitted inhibition curve with a large enough effect in the signal ratio, with a control signal flat, not every such curve was filed as active; inconclusive = small, poorly fitted or top-dose-only effect, or effect the other way, or a change in a side signal; the % refers to the signal ratio;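 note: potency is the fitted concentration of half-maximal effect; plate controls were basal doxycycline-induced cells for no effect and cells given 10 µM MG132 for full effect; MG132 reads +100%, hits lower the ratio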
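TMD8 human ABC-DLBCL cells with doxycycline-inducible IκBα–green luciferase fusion and unfused red luciferase, in 0.5% FBS medium; compounds up to 46 uM, 4 h at 37C. Green/red luminescence ratio, filter-overlap corrected, fitted to concentration-response curves.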
Tb PFK block = qHTS Assay to Find Inhibitors of T. brucei phosphofructokinase; ATP-dependent 6-phosphofructokinase (Trypanosoma brucei brucei), O15648; T. brucei PFK, ADP-Glo luminescence; Potency, µM (highest dose often 57.5 µM), for the others: at the highest dose activity, negative = inhibition, actives largely listed as inhibitors; hit rate 0.17% among 330,000; AID 485367, 2010;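 note: potency is the fitted concentration of half-maximal effect; 0% = uninhibited 1x PFK enzyme wells and -100% = no-enzyme wells; nearly all actives have a fitted effect of over 60% in size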
Target sequence (O15648 whole entry, looked up): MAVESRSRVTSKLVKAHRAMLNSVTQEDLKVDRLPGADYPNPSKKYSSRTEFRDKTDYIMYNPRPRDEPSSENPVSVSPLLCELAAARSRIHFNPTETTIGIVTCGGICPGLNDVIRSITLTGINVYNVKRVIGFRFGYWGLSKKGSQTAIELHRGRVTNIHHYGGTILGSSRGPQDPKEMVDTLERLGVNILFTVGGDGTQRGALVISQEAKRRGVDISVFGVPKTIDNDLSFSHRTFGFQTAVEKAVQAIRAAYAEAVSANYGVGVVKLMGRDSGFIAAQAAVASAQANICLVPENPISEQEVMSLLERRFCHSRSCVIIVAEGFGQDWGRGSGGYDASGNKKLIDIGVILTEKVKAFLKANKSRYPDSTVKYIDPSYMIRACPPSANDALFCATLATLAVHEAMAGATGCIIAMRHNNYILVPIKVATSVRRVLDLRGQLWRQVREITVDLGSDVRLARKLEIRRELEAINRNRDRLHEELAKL
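Luminescent ADP detection (ADP-Glo, two-step: ATP depletion then ADP-to-ATP conversion for luciferase) reported PFK activity after 45 min room-temperature reaction of 1.25 nM enzyme with 0.5 mM F6P and 0.1 mM ATP at pH 8.0.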
uPA generation = qHTS for Inhibitors of Cell Surface uPA Generation; cell surface uPA generation assay, qHTS; Potency, µM (top dose mostly 38.3 µM), for inactives: at the top dose activity change, negative = inhibition, actives largely listed as inhibitors; hit rate 0.31% among 330,000; active = well fitted inhibition curve with a large enough effect; inconclusive = small, poorly fitted or top-dose-only effect; inactive = no such curve, though single readings can be large or run the other way; tested in mouse RAW 264.7 cells; note: potency is the fitted concentration of half-maximal effect; % is set by controls: 0 for no effect and ±100 for the full control effect; nearly all actives have a fitted effect of over 55% in size
TSHR antag = Antagonists of the Thyroid Stimulating Hormone Receptor: HTS campaign | Thyrotropin receptor (Homo sapiens), P16473 | TSHR-expressing cells, TSH-stimulated cAMP HTRF, 2 h; hits give low values | activity change, negative = inhibition, % at 11.5 µM | hit rate 0.2% among 330,000;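 active = activity change below a set negative limit, meaning inhibition stronger than a set level, cut at about -70% in these data; inconclusive = activity change between two set negative limits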; note: % is set by controls: 0 for no effect and ±100 for the full control effect
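TSHR-expressing cells, 200/well, pre-treated with compound, then stimulated with EC80 TSH (4nM final) for 2 hours at 37 deg C. cAMP measured by competitive HTRF: anti-cAMP cryptate antibody in lysis buffer plus cAMP-d2, read after 30 minutes at room temperature.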
ELG1 repair inh = qHTS screen for small molecules that inhibit ELG1-dependent DNA repair in human embryonic kidney (HEK293T) cells expressing luciferase-tagged ELG1 | hit rate 2.3% among 330,000 | Potency, µM (series often up to 46.1 µM), inactives show at the highest dose activity change, negative = inhibition, most hits filed as inhibitors | HEK293T ELG1-luciferase reporter, luminescence, 16 h; DNA damage induced by 5-fluorouridine; note: potency is the fitted concentration of half-maximal effect; % is set by controls: 0 for no effect and ±100 for the full control effect; nearly all actives have a fitted effect of over 55% in size
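Reporter activity after DNA damage by 5-fluorouridine is monitored. Compound-treated cells incubate 16 hr at 37 °C, then ONE-Glo is added for 30 min before luminescence reading.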
Starred values were filed as active, the others as inactive; u = inconclusive; x = not tested or not shown; [ ] = remark or other dose. Unless noted, calls come from the whole dose curve; as a rule, active = well fitted curve in the direction sought with a large enough effect; inconclusive = small, poorly fitted or top-dose-only effect, or another doubt; inactive = no such curve, though single readings can be large; an effect the other way counts as inactive or inconclusive. An unsorted share of the library (roughly 3% active in at least one column).

nr	molecule	USP2a inh	Eya2 inh	TSG101-PTAP inh	Mito fusion act	TCR act	B2AR arrestin	BCR signal inh	Tb PFK block	uPA generation	TSHR antag	ELG1 repair inh
1	O=C(CCC(NC(=O)OCc1ccccc1)C(=O)O)OCc1ccccc1 (configuration not stated)	0%	3%	-3%	1%	-1%	0.5%	4%	-2%	6%	-1	0%
2	CCOC(=O)c1c(NC(=O)CSc2nnc3ccccn23)sc2c1CCC2	3%	1%	1%	15%	-4%[46.1 µM]	0.0%	-2%	4%	0%	3	-27%
3	Cc1cc(C)c(S(=O)(=O)Nc2ncccc2C)c(C)c1	-1%	8%	-1%	-1%	2%	3.4%	-3%	4%	24%	-8	-1%
4	COC(=O)c1cc(NC(=O)N2c3ccccc3Sc3ccccc32)cc(C(=O)OC)c1	-5%	-19%	2%	9%	-21%	0.2%	u	-6%	1%	-27	u
5	CC(C)(C)c1ccc(OCC(=O)N(c2ccccn2)C2CCCCC2)cc1	1%	-8%	-4%	16%	-3%[46.1 µM]	-0.6%	-1%	6%	-7%	-9	-11%
6	O=C(NC(=S)N1CCN(C/C=C/c2ccccc2)CC1)c1ccc(F)cc1	3%	1%	0%	-6%	4%	3.9%	u	-2%	-16%	-8	10µM*
7	COc1ccccc1N1CCN(C(=O)CCNC(=O)Cn2ccc3ccccc3c2=O)CC1	-1%	-11%	-6%	-9%	4%	-0.1%	u	-2%	-2%	0	0%
8	COC(=O)c1ccccc1NC(=O)c1ccc(NS(C)(=O)=O)cc1	4%	-5%	-4%	5%	-2%	-0.4%	9%	-3%	-11%	-6	0%
9	O=C(c1cc(-c2ccccn2)nc2ccc(Br)cc12)N1CCN(S(=O)(=O)c2ccccc2)CC1	2%	5%	1%	-2%	-9%	0.1%	0%	-5%	-2%	8	u
10	Cc1ccc(NC(=O)CN(C)S(=O)(=O)c2ccc3c(c2)n(C)c(=O)c(=O)n3C)cc1	1%	4%	3%	-1%	-6%	0.1%	-3%	-12%	-4%	18	12%
11	CN(C(=O)c1cc2ccccc2cc1O)C1CCCCC1	1%	3%	-1%	2%	3%	-0.3%	u	-2%	8%	-2	u
12	Cc1ccc(SCC(=O)NCCc2ccc(F)cc2)cc1	4%	-10%	-4%	5%	x	-0.6%	7%	-3%	-6%	12	14%
13	Cc1oc(S(=O)(=O)N2CCOCC2)cc1C(=O)Nc1ccc(Cl)cc1	1%	-2%	-2%	-4%	2%	-0.2%	1%	2%	-2%	1	-6%
14	CCc1ccc(OC(C)C(=O)Nc2ccc(S(=O)(=O)Nc3cc(C)on3)cc2)cc1 (configuration not stated)	-1%	3%	-1%	2%	5%	-0.7%	4%	-3%	-2%	33	1%
15	COc1ccc(OCCSc2nc(C)c(Cc3ccccc3)c(=O)[nH]2)cc1	1%	-20%	0%	2%	-3%	-1.7%	-11%	0%	8%	-7	1%
16	CCN(CC)S(=O)(=O)c1ccc(Cl)c(C(=O)Nc2cc(C)nn2-c2ccccc2C(F)(F)F)c1	2%	-5%	x	0%	-4%[46.1 µM]	5.4%	-6%	8%	x	-16	-13%
17	Cc1sc(-c2ccncc2)nc1OC(=O)c1cc(Cl)cc(Cl)c1	0%	18%	-12%	3%	-2%	0.4%	-12%	-4%	7%	-3	8%
18	OCC1(CCc2ccccc2)CCCN(CCCc2ccccc2)C1 (configuration not stated)	0%	-13%	-1%	-3%	-3%	0.3%	0%	0%	0%	-21	-4%
19	NC(=O)C1CCN(C(=O)CN(c2cccc(C(F)(F)F)c2)S(=O)(=O)c2ccccc2)CC1	1%	-2%	-3%	0%	-2%	1.1%	2%	4%	4%	-1	1%
20	COc1ccnc(Oc2ccc(F)cc2)c1C(=O)N/C=N/OCc1ccc(Cl)cc1Cl	0%	6%	-3%	11%	-5%	-0.4%	6%	-9%	-9%	-13	u

Along the list, as entered above.
Compounds 8 to 18 in ELG1 repair inh: 0%, u, 12%, u, 14%, -6%, 1%, 1%, -13%, 8%, -4%
Compounds 8 to 18 in Mito fusion act: 5%, -2%, -1%, 2%, 5%, -4%, 2%, 2%, 0%, 3%, -3%

An excerpt of these results, with each value named.
17) Cc1sc(-c2ccncc2)nc1OC(=O)c1cc(Cl)cc(Cl)c1
  USP2a inh = 0%
  Eya2 inh = 18%
  TSG101-PTAP inh = -12%
  Mito fusion act = 3%
  TCR act = -2%
  B2AR arrestin = 0.4%
  BCR signal inh = -12%
  Tb PFK block = -4%
  uPA generation = 7%
  TSHR antag = -3
  ELG1 repair inh = 8%

14) CCc1ccc(OC(C)C(=O)Nc2ccc(S(=O)(=O)Nc3cc(C)on3)cc2)cc1 (configuration not stated)
  USP2a inh = -1%
  Eya2 inh = 3%
  TSG101-PTAP inh = -1%
  Mito fusion act = 2%
  TCR act = 5%
  B2AR arrestin = -0.7%
  BCR signal inh = 4%
  Tb PFK block = -3%
  uPA generation = -2%
  TSHR antag = 33
  ELG1 repair inh = 1%

(list continues)
nr	molecule	USP2a inh	Eya2 inh	TSG101-PTAP inh	Mito fusion act	TCR act	B2AR arrestin	BCR signal inh	Tb PFK block	uPA generation	TSHR antag	ELG1 repair inh
21	Cc1cc(C)nc(SCc2nnc(SCC(=O)Nc3c(C)cccc3C)o2)n1	1%	-7%	-3%	-3%	3%[46.1 µM]	-0.3%	1%	-2%	2%	7	u
22	COC(=O)c1cc(NC(=O)c2ccccc2)c(=O)oc1C	3%	-6%	-2%	2%	8%	0.2%	u	2%	-1%	3	u
23	O=C(NCCCN1CCOCC1)c1ccc(NC(=O)C2COc3ccccc3O2)cc1 (configuration not stated)	3%	-8%	-1%	-5%	x	0.2%	-17%	-5%	0%	5	9%
24	Cc1cc2cc(CN(CCCN3CCOCC3)C(=O)NC3CCCCC3)c(=O)[nH]c2cc1C	-1%	-22%	-3%	-2%	-3%	-0.1%	-2%	15%	x	8	-15%
25	COCCCNCC(O)C(F)(F)F (configuration not stated)	1%	-29%	-1%	0%	3%	-0.2%	1%	1%	4%	-3	-8%
26	CCC1CCCCN1CCCNC(=O)CC1Oc2ccccc2NC1=O (configuration not stated)	-2%	12%	-4%	1%	-9%	0.1%	u	1%	-89%	-4	12%
27	Cc1ccc(C2CCN(C(=S)NC(C)C)C2)cc1 (configuration not stated)	0%	-5%	-3%	4%	3%	-0.3%	1%	4%	3%	-9	15%
28	C=CC(=O)N1CCCC(Nc2nc(Nc3ccc(N(C)C(=O)CC)cc3C)nc3nc[nH]c23)C1 (configuration not stated)	3%	5%	-4%	x	3%	0.2%	0%	9%	9%	1	-6%
29	CCC(=O)Nc1cc(=O)[nH]c2ncnn12	1%	-4%	0%	-1%	0%	0.4%	1%	-1%	1%	1	-2%
30	CCn1c(CNc2nc(-c3ccccc3)cs2)nnc1SCC(=O)NCc1ccccc1	1%	-3%	-5%	-1%	0%[46.1 µM]	-0.3%	-11%	2%	1%	8	-2%
31	O=C(CCNS(=O)(=O)c1c(Cl)cccc1Cl)N1CCCC1	-1%	-15%	-6%	-4%	-15%	0.3%	-3%	2%	5%	-20	13%
32	Cc1cccc(Cn2c(N3CCCCC3C)nc3c2c(=O)[nH]c(=O)n3C)c1 (configuration not stated)	-1%	-20%	-4%	5%	-5%[46.1 µM]	-0.6%	1%	1%	-9%	-24	-1%
